HIV RNase H inh – HIV-1 RT RNase H inhibitors, primary screen, biochemical, fluorescence; inhibition, % at 10 µM; AID 565, 2006; RT-RNase H RNA/DNA duplex cleavage; 65,000 compounds, 1.9% hits; Gag-Pol polyprotein (Human immunodeficiency virus type 1 group M subtype B (isolate …; in the data active means inhibition above about 50%
RmlCD inh mix – RmlC and RmlD coupled enzyme inhibitors, primary screen, biochemical, 384-well, compound mixtures, retest; 110,000 compounds, 0.39% hits; RmlC/RmlD coupled enzyme inhibition, 384-well mixture HTS; inhibition, % at 5.5 µM; in the data active means inhibition above about 30%, passing the limit was not always enough; further: strong numbers were not always called active
An asterisk follows results filed as active; . = no result given.

SMILES	HIV RNase H inh	RmlCD inh mix
COc1ccc(CC(=O)N2CCCC(C)C2)cc1 (centres undefined)	.	-7
O=C(CSc1ccc(Cl)cc1)N1CCN(c2ccc(Cl)cc2[N+](=O)[O-])CC1	.	64
O=C(c1cnc(N2CCN(c3ncccn3)CC2)c2ccccc12)N1CCN(c2ncccn2)CC1	1	.
CN(C)c1nc(OCCNC(=O)COc2ccccc2Cl)nc(N(C)C)n1	.	-6
O=C(Nc1cccc(C(F)(F)F)c1)c1cccn(Cc2ccc3c(c2)OC(F)(F)O3)c1=O	.	8
CC(=O)NC(CC(=O)NCC(c1ccco1)N(C)C)c1ccccc1 (centres undefined)	3	5
COc1cccc(N2CC(C(=O)Oc3ccc4ccccc4c3)CC2=O)c1 (centres undefined)	.	-13
CCNC(=O)NC(=O)C(C)Sc1nc2cc(C(=O)OC)ccc2c(=O)n1-c1ccccc1 (centres undefined)	.	9
CCCC(=O)Nc1c(-c2cccs2)c(=O)c2ccccc2n1C	.	9
O=C(c1ccc2c(c1)OCO2)N(CC1CCCO1)C1(C(=O)NC2CCCC2)CCCCC1 (centres undefined)	-2	2
Cc1ccnc(N2CCN(c3c4c(c(C#N)c5nc6ccccc6n35)CCC4)CC2)c1	22	.
COc1ccc(C(=O)Oc2cc(/C=N/NS(=O)(=O)c3ccccc3)ccc2OC)cc1	.	3
Cc1cccc2cc(COC(=O)COc3ccccc3)c(=O)[nH]c12	-12	8
CCCN1C(=O)c2cc(C(=O)NCc3ccc(OC)cc3)ccc2C1O (centres undefined)	1	-13
Cc1ccc(-c2[nH]nc3c2C(c2cccnc2)C(C#N)=C(N)O3)cc1 (centres undefined)	-13	-5
CCOC(=O)C(CCCOc1ccccc1)C(=O)OCC	.	8
COC(=O)c1ccc(NC(=O)CCNS(=O)(=O)c2cccc3nonc23)cc1	-44	-11
COc1ccc(OCc2cccc(C(=O)Nn3cc([N+](=O)[O-])cn3)c2)cc1	.	10
COc1ccc2c(c1OC)C(=O)OC2	.	5
CC(=O)Nc1cccc(N(C)C)c1	-1	-9

3 compounds from above, arranged by SMILES length, highest first.
SMILES	HIV RNase H inh	RmlCD inh mix
O=C(c1cnc(N2CCN(c3ncccn3)CC2)c2ccccc12)N1CCN(c2ncccn2)CC1	1	.
CCNC(=O)NC(=O)C(C)Sc1nc2cc(C(=O)OC)ccc2c(=O)n1-c1ccccc1 (centres undefined)	.	9
CN(C)c1nc(OCCNC(=O)COc2ccccc2Cl)nc(N(C)C)n1	.	-6

In the list so far, these have four or more nitrogen atoms:
SMILES	HIV RNase H inh	RmlCD inh mix
O=C(c1cnc(N2CCN(c3ncccn3)CC2)c2ccccc12)N1CCN(c2ncccn2)CC1	1	.
CN(C)c1nc(OCCNC(=O)COc2ccccc2Cl)nc(N(C)C)n1	.	-6
CCNC(=O)NC(=O)C(C)Sc1nc2cc(C(=O)OC)ccc2c(=O)n1-c1ccccc1 (centres undefined)	.	9
Cc1ccnc(N2CCN(c3c4c(c(C#N)c5nc6ccccc6n35)CCC4)CC2)c1	22	.
Cc1ccc(-c2[nH]nc3c2C(c2cccnc2)C(C#N)=C(N)O3)cc1 (centres undefined)	-13	-5
COC(=O)c1ccc(NC(=O)CCNS(=O)(=O)c2cccc3nonc23)cc1	-44	-11
COc1ccc(OCc2cccc(C(=O)Nn3cc([N+](=O)[O-])cn3)c2)cc1	.	10

Further compounds follow:
SMILES	HIV RNase H inh	RmlCD inh mix
c1ccc2c(c1)nc(NCCN1CCOCC1)c1nncn12	-6	6
Cc1ccc(S(=O)(=O)C(C#N)c2nc3ccccc3nc2N2CCN(C)CC2)cc1C (centres undefined)	.	11
O=C(Oc1ccc2ccccc2c1)c1ccccc1	.	-8
CCOC(=O)c1cnn2c1[nH]c(=O)c1ccccc12	-13	8
COc1ccccc1N1CCN(C(=O)C2CCCO2)CC1 (centres undefined)	-1	-16
C/C(=N\NC(=O)c1c[nH]c2ccccc12)c1ccc(C)o1	.	-9
O=C(CCCNS(=O)(=O)c1ccccc1)NCc1ccco1	-7	4
Cc1c(OCC(=O)OC(C)(C)C)ccc2c3c(c(=O)oc12)CCC3	-10	8
Cc1nnsc1NC(=O)OCCCl	.	5
CCC1=C(OC(=O)N(CC)CC)N2C(=O)OC(=NCCc3c[nH]c4ccccc34)[C@]2(C)[C@H]2C1=CC[C@H]1C(=O)N(CC(=O)OC)C(=O)[C@H]12	.	-12
Cc1ccc(/C=C2\OC(=O)c3ccccc32)cc1	.	-14
CC(C)[C@H](CN(N=O)[C@@H](Cc1ccccc1)CN(C)N=O)N(CCc1ccccc1)N=O	.	-8
Cc1ccnc2nc(C(=O)OCCOc3cccc(Br)c3)nn12	-18	2
O=C(CSc1nnc(CNc2ccc(F)cc2)n1Cc1ccccc1)NCc1ccccc1	.	-12
COc1ccc2c3c(cccc13)NN=C2C	57*	.
COc1cc(CN2CCC(C(=O)N3CCC(C)CC3)CC2)cc(Br)c1O	3	3
COc1cc(C(=S)N2CCOCC2)cc(OC)c1OC(=O)c1cc([N+](=O)[O-])cc([N+](=O)[O-])c1	.	2
Cc1oc(-c2ccc(Cl)cc2)nc1CN1CCCC(C(=O)NCc2ccccn2)C1 (centres undefined)	8	4
CCOCC(=O)N1CCN(c2ccc(F)cc2)CC1	-9	4
Clc1ccc(OCc2nnc(-c3ccccc3Br)o2)c(Cl)c1	-25	14
CCN1CCc2c(sc(N)c2C#N)C1	15	8
Cc1ccc(CS(=O)(=O)CCC(=O)NCCCN2CCCC2=O)cc1	-13	4
CCOC(=O)CSC1=C(C#N)C(c2ccc(C)s2)CC(=O)N1 (centres undefined)	-23	1
C=CCSc1nnc2c(n1)OC=Nc1ccccc1-2	-10	.
O=C(NCCCN1CCOCC1)c1onc(CSc2ccccc2)c1C(=O)NCCCN1CCOCC1	.	-11
COCCN(C(=O)Cc1cccs1)C(C(=O)NCc1ccc(OC)cc1)c1ccc(OC)cc1 (centres undefined)	.	-11
c1ccc(CCN2CN=C(Nc3nc4ccccc4o3)NC2)cc1	-5	-11
CN(C(=O)CSc1nnc(-c2ccncc2)n1C)C1CCS(=O)(=O)C1 (centres undefined)	.	-14
O=C(O)CCn1c(SCc2cccc3ccccc23)nc2ccccc21	.	-17
CC(=O)c1cccc(NC(=O)/C(=C\c2ccco2)NC(=O)c2cccs2)c1	.	-2
NS(=O)(=O)c1ccc(NC(=O)CSc2ccc3ccccc3n2)cc1	.	8
COc1cc(/C=C\C(=O)NCc2ccc3[nH]c(C)cc3c2)cc(OC)c1OC	.	-14
CCOc1ccc(C(=S)NC2CCCCC2)cc1	.	3
CC(Oc1cccc(Cl)c1)C(=O)Nc1cc(=O)n(C)c(=O)n1C (centres undefined)	-11	-13
C/C(=N\N1CCN(C2c3ccccc3-c3ccccc32)CC1)c1ccncc1	.	-7
CCn1c(=O)cc(O)c2ccccc21	0	13
CCOc1ccccc1C(=O)Nc1ccc(S(=O)(=O)N2CCOCC2)cc1	-33	10
COc1ccc(-c2c(NC(C)=O)n(C)c3ccccc3c2=O)cc1	-8	3
COc1ccc(C2/C=C\CN(C(=O)OCc3ccccc3)CC(=O)N2Cc2ccc(F)cc2)cc1 (centres undefined)	.	7
COc1ccc(S(=O)(=O)n2cnc3cc(C)c(C)cc32)cc1	-55	-10

Single values from above:
CCOc1ccccc1C(=O)Nc1ccc(S(=O)(=O)N2CCOCC2)cc1 in RmlCD inh mix = 10
COc1ccc(-c2c(NC(C)=O)n(C)c3ccccc3c2=O)cc1 in HIV RNase H inh = -8
C/C(=N\N1CCN(C2c3ccccc3-c3ccccc32)CC1)c1ccncc1 in RmlCD inh mix = -7
NS(=O)(=O)c1ccc(NC(=O)CSc2ccc3ccccc3n2)cc1 in RmlCD inh mix = 8
COc1ccc(S(=O)(=O)n2cnc3cc(C)c(C)cc32)cc1 in RmlCD inh mix = -10
COc1cc(/C=C\C(=O)NCc2ccc3[nH]c(C)cc3c2)cc(OC)c1OC in RmlCD inh mix = -14
CCOc1ccc(C(=S)NC2CCCCC2)cc1 in RmlCD inh mix = 3

New compounds follow:
SMILES	HIV RNase H inh	RmlCD inh mix
O=C1NCC(O)=C1C=NCCCO	-9	.
CCCCCn1c(=O)[nH]c2cc(C(=O)NCCCN(CC)CC)ccc2c1=O	7	5
O=C(COC(=O)CCN1C(=O)c2ccccc2C1=O)Nc1ccc(S(=O)(=O)N2CCCC2)cc1	-9	-4
Nc1ccn(-c2ccc(Cl)cc2)c(=O)c1	2	1
COc1cc2c(c(OC)c1OC)-c1c(cc(OC)c(OC)c1OC)C[C@](C)(O)[C@@H](C)C2	.	-9
N[C@@H](CO)c1nnc([C@H](Cc2ccc(O)cc2)NC(=O)C2CCNCC2)o1	.	-10
O=C(CNC(=O)c1ccco1)NCC(=O)OCc1cccc(Cl)c1	.	-15
Cc1cc(C(=O)Nc2sc3c(c2C#N)CCC(C)C3)no1 (centres undefined)	2	-3
CCOC(=O)N1CCN(C(=O)CSc2nnc(-c3ccc(C)c(C)c3)o2)CC1	-8	-7
O=C(CSc1nnnn1-c1ccc(F)cc1)Nc1nc2ccccc2s1	.	3
CC(=NCCN1CCOCC1)c1c(O)n(C2CCCCC2)c(=O)[nH]c1=O	0	14
Cc1ccc(C)c(N=C2NC(=O)CS2)c1	-14	-1
CC1(C)Cc2nc3nc(SCC(=O)NCc4ccccc4)n(-c4ccccc4)c(=O)c3cc2CO1	.	-15
Cc1onc(-c2ccccc2)c1C(=O)Oc1cccnc1	-21	-7
CCCCOC(=O)C(C)Nc1n[nH]c(=S)[nH]c1=O (centres undefined)	.	-9
O=C(NCc1ccco1)c1cc2ccccc2o1	-12	4
CC(=O)c1cnc2nc(C(F)(F)F)nn2c1C	-11	5
COCCNC(=O)CN1C(=O)CSc2ncccc21	-7	-9
COC(=O)C(CCSC)NC(=O)CNS(=O)(=O)c1ccc(Cl)cc1 (centres undefined)	.	-2
CC(C)(C)c1nc(NCc2ccc3c(c2)OCO3)c2nnn(Cc3ccccc3Cl)c2n1	.	4
CC(/C=N/NC(=O)c1ccncc1)=C\c1ccc(C(C)C)cc1	.	1
Cc1cc(C)n2nc(C(=O)NCc3ccco3)nc2n1	-3	-12
O=C(NCC1CCCO1)C1CCCN(S(=O)(=O)c2cccc3nsnc23)C1 (centres undefined)	42	3
CC(C)(C)c1cc(CCC(=O)N2CCNCC2)c(C(C)(C)C)cc1O	-9	108
COC(=O)c1ccc(CSc2ccc3nnc(-c4ccc(OC)c(OC)c4)n3n2)o1	-15	.
COc1cc(/C=c2\sc3nc(-c4ccncc4)nn3c2=O)ccc1OC(C)=O	3	.
O=C1Nc2ccccc2C(O)(C(=O)N2CCCCC2)N1c1ccccc1 (centres undefined)	-5	26
Cc1sc2ncnc(NCCN3CCOCC3)c2c1C	.	-12
O=C1C=C(NCc2ccccc2)C2(CCCCC2)O1	-5	7
CC(=O)N(Cc1ccco1)C1(C(=O)NC2CCCCC2)CCCCC1	-8	-12
Cc1cc(C)n(C(=O)c2ccncc2)n1	-10	3
N#Cc1c(NCCCO)nc(NCc2ccccc2)c2c1CCN(Cc1ccccc1)C2	5	22
CCN(CC)CCn1c(=N)n(CCOc2ccccc2)c2ccccc21	.	2
Cc1c(NC(=O)c2cc(-c3cccs3)on2)c(=O)n(-c2ccccc2)n1C	-8	8
CO/N=C(/CS(=O)(=O)c1ccc(Br)cc1)c1ccc(OC)cc1	.	-8
CCC1=C(OC(=O)N(CC)CC)N2C(=O)OC(=NCc3ccccc3)[C@]2(C)[C@H]2C1=CC[C@H]1C(=O)NC(=O)[C@H]12	.	-9
CC(Sc1nnc(C2CCCCC2)n1N)C(=O)NCc1ccc2c(c1)OCO2 (centres undefined)	-7	6
COc1cc(NS(=O)(=O)c2cccc3nsnc23)c(C(=O)O)cc1OC	-9	6
Cc1ccccc1N1CCN(CCN2C(=O)CC(=C3c4ccccc4-c4ccccc43)C2=O)CC1	.	9
COc1ccccc1C(=O)N/C(N)=N/c1nc2ccccc2o1	.	-10
CN1CCN(C(=O)c2cc(-c3ccco3)on2)CC1	.	-8
O=C1Nc2ccccc2OC1CC(=O)N1CCCC1 (centres undefined)	4	8
COC(=O)CSc1nnc(-c2ccoc2C)n1-c1ccc(OC)cc1	-5	3
CCCC(=O)c1cc2ccccc2oc1=O	-4	8
C[C@@H](C(=O)Nc1ccc2ccccc2c1)[C@H]1C[C@]1(C)[C@H](NC(=O)c1cnccn1)c1ccccc1	.	6
Cc1ccccc1NC(=O)CCC(=O)OCC(=O)c1ccc(-c2ccccc2)cc1	.	8
CCn1c2ccccc2c2nc3ccccc3nc21	-39	-26
Cn1ncc(N)c1C(=O)Nc1cccc(C(F)(F)F)c1	3	0
CC1CCCCN1Cc1ccc(-c2nn[nH]n2)cc1 (centres undefined)	-12	14
O=C(CSC1c2ccccc2-c2ccccc21)N/N=C/c1ccccc1O	.	-17

Next part
SMILES	HIV RNase H inh	RmlCD inh mix
COc1ccc(C2c3c(oc4ccccc4c3=O)C(=O)N2c2ccccn2)cc1OC (centres undefined)	-2	.
Cc1noc(C)c1C(=O)N1CCN(Cc2ccc3c(c2)OCO3)CC1	-2	7
O=C(CCN1C(=O)C2CC=C(Cl)CC2C1=O)Nc1ccccc1O (centres undefined)	-6	.
CN1C(=O)C(O)(c2sc(N)nc2-c2ccccc2)c2ccccc21 (centres undefined)	-2	-4
Cn1c(C(=O)N2CCCC(C(=O)NCc3ccc4c(c3)OCO4)C2)cc2sccc21 (centres undefined)	-4	6
COc1ccc(C2Nc3ccccc3C(=O)N2Cc2ccccc2)cc1Cn1nnc2ccccc21 (centres undefined)	.	-36
COc1ccc(-c2nnc(SCc3ncc(-c4ccccc4)o3)o2)cc1	1	8
O=C(COC(=O)c1cc(S(=O)(=O)N2CCOCC2)ccc1O)NCCc1ccccc1	.	-14
CN1CCN(c2ccccc2NC(=O)c2ccc(-c3ccccc3)cc2)CC1	6	13

An excerpt; rates above refer to the full screens.
